AMA1 RON2 block – qHTS for Inhibitors of AMA1-RON; Towards Development of Antimalarial Drug Lead: Primary Screen; Plasmodium falciparum AMA1 (3D7) - RON2 peptide interaction; AlphaScreen AMA1-biotinylated RON2 peptide binding; Potency, µM (doses to about 58.2 µM), for inactives: top-dose activity change, negative = inhibition, most hits filed as inhibitors; 0.2% of 360,000 active;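 also: potency is read from the fitted curve at half-maximal effect; 0% = vehicle wells and -100% = peptide control; nearly all actives have a fitted effect of over 45% in size; some results filed as inactive show a strong effect at the top dose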
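AMA1 (3D7) with his tag at 25 nM final met compounds first, then biotinylated RON2 peptide at 25 nM; detection used donor plus acceptor beads, 10 µg/mL apiece, read by AlphaScreen after 30 min at room temperature.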
HCV inh – qHTS Assay for Inhibitors of Hepatitis C Virus (HCV). Potency, µM (doses to about 41.8 µM), inactives show at the top dose activity change, negative = inhibition, hits mostly inhibitors. 3.4% of 340,000 active. AID 651820, 2012. Huh7.5.1 HCVcc-Cre infection, luciferase reporter, 44 h; also: potency is read from the fitted curve at half-maximal effect
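Cells (1,000/well) were plated 4 h before compound, then infected with HCVcc-Cre virus (~0.5 moi). After 44 h further culture, infection was read as luciferase luminescence following a 15 min substrate incubation at room temperature.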
AmpC inh detg – qHTS Inhibitors of AmpC Beta-Lactamase (assay with detergent) | AmpC hydrolysis of nitrocefin, absorbance 480 nm, 0.01% Triton | Potency, µM (series often up to 114 µM), for the others: at the top dose activity change, negative = inhibition, usual class: inhibitors | 0.041% of 370,000 active | AID 485294, 2010 | P00811;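 also: potency is read from the fitted curve at half-maximal effect; 0% = no-compound wells and -100% = no-enzyme wells; nearly all actives have a fitted effect of over 25% in size; some results filed as inactive show a strong effect at the top dose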
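AmpC (5.3 nM in the dispensed reagent) in 20 mM phosphate pH 7.0 with 0.01% (detergent screen) or 0.0001% Triton X-100 was preincubated with compounds for 15 min at room temperature. Nitrocefin was then added from an 800 uM solution, and hydrolysis was followed at 480 nm.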
HCMV inh – qHTS Assay for inhibitors of the human cytomegalovirus (HCMV); HFF cells, HCMV-luciferase reporter, 72 h; stronger effect = lower value; activity change, negative = inhibition, % at 57.5 µM; 4.5% of 410,000 active; AID 1259415, 2018; in the data active = activity change below about -60%; inconclusive = no clear call, values can overlap the other calls; inactive = above about -39%
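Inhibition of viral replication was scored as loss of reporter luminescence in HFFs infected with HCMV-luciferase (MOI 1 PFU/cell) for 72 h; compounds tested at 2 doses, normalized to buffer and Salinomycin controls.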
LmPK inh – qHTS Assay for Inhibitors of Leishmania Mexicana Pyruvate Kinase (LmPK); Q27686; purified LmPK, Kinase-Glo ATP luminescence, 1 h; Potency, µM (series often up to 57.5 µM), without a hit: at the highest dose activity change, negative = inhibition, hits mostly inhibitors; 0.37% of 290,000 active; also: potency is read from the fitted curve at half-maximal effect
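Purified LmPK (0.1 nM) converted ADP (0.1 mM) to ATP with PEP (0.5 mM) in imidazole buffer pH 7.2 with KCl and MgCl2, 1 h at room temperature. ATP was read by Kinase-Glo luminescence; data normalized to uninhibited and no-enzyme controls.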
Tb PYK inh – qHTS of Trypanosoma Brucei Inhibitors. TbPYK enzyme, Kinase-Glo Plus ATP luminescence, 45 min. 0.12% of 410,000 active. AID 624173, 2012. pyruvate kinase (Trypanosoma brucei), Q57TT1. Potency, µM (doses to about 76.8 µM), for inactives: top-dose activity, negative = inhibition, hits mostly inhibitors; also: potency is read from the fitted curve at half-maximal effect; nearly all actives have a fitted effect of over 50% in size
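Enzyme and substrate buffer are dispensed first and compound is pin-transferred. ADP at 130 uM final then starts the reaction, which runs 45 min at room temperature. Detection reagent is added for 10 min before luminescence is imaged.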
AmpC no deterg – qHTS Inhibitors of AmpC Beta-Lactamase (assay without detergent); P00811; AmpC nitrocefin hydrolysis, absorbance 480 nm, 0.0001% Triton; Potency, µM (doses to about 57.1 µM), without a hit: at the top dose activity change, negative = inhibition, most hits filed as inhibitors; 0.52% of 330,000 active;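 also: potency is read from the fitted curve at half-maximal effect; plate controls were no compound for no effect and no enzyme for full effect; nearly all actives have a fitted effect of over 20% in size; some results filed as inactive show a strong effect at the top dose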
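20 mM phosphate pH 7.0 + 0.01% (detergent screen) or 0.0001% Triton X-100; 5.3 nM AmpC reagent; cpd preinc 15 min RT; nitrocefin (800 uM stock) to start; A480 q20 s × 4 min; Activity was normalised to no-enzyme and no-compound control wells.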
Starred values were filed as active, the others as inactive; u = inconclusive; x = not tested or not shown; [ ] = another dose, or the depositor's remark. Unless noted, calls follow the shape of the dose curve; as a rule, active = well fitted curve in the direction sought with a large enough effect; inconclusive = small, poorly fitted or top-dose-only effect, or another doubt; inactive = no such curve, though single readings can be large; an effect the other way counts as inactive or inconclusive. Unless noted, % is scaled to controls: 0 for no effect and ±100 for the full control effect. Rows were taken by chance; about 7.5% have a hit in one of these screens.

item | molecule | AMA1 RON2 block | HCV inh | AmpC inh detg | HCMV inh
1 | O=C(Cc1ccc(Cl)cc1)Nc1cccc(S(=O)(=O)N2CCCCC2)c1 | 11% | u | -1% | -8
2 | Fc1cccc(F)c1-c1nc2c(s1)CCc1onc(-c3ccc(Br)cc3)c1-2 | 25% | 7% | x | -25
3 | CCOC(=O)C1=C(C)NC(=O)NC1/C=C/c1ccccc1OC (configuration not stated) | -18% | u | -2% | -16
4 | Cc1cnc(N)nc1-c1ccccc1 | -8% | x | x | -26
5 | C[C@@H]1CCCN1[C@H]1CS(=O)(=O)N[C@@H]1COCc1ccccc1 | -8% | x | x | -12
6 | CCC(C)(C)C(=O)O[C@H]1C[C@@H](C)C=C2C=C[C@H](C)[C@H](CC[C@@H]3C[C@@H](O)CC(=O)O3)[C@H]21 | 5% | u | u | -25
7 | N#C/C(=C\C=C\c1ccccc1)c1nc(-c2ccc(Cl)cc2)cs1 | 10% | -12% | u | -60*
8 | COc1cc(C(=O)NCc2nnc(SCC(=O)Nc3nc4ccccc4s3)o2)cc(OC)c1OC | 10%[2.32 µM] | 7% | -8% | 192

item | LmPK inh | Tb PYK inh | AmpC no deterg
1 | x | 0% | -32%
2 | x | -9% | x
3 | -1% | 7% | -14%
4 | x | -16% | x
5 | x | 7% | x
6 | -4% | 0% | 339%[activator]
7 | 3% | -6% | -13%
8 | 1% | -4% | -47%

Next part:
item | molecule | AMA1 RON2 block | HCV inh | AmpC inh detg | HCMV inh
9 | CC(/C=C/c1ccc2c(c1)OCO2)=N/NC(=O)c1ccncc1 | 110%[activator] | 16% | -4% | u
10 | COc1ccccc1/C=C/CN1CCNC(=O)C1CC(=O)NCCc1cnccn1 (configuration not stated) | -10% | 15% | -1% | 37
11 | COc1ccccc1NC(=O)c1ccc2oc(=O)c(S(=O)(=O)c3ccccc3)cc2c1 | x | x | 16% | 15
12 | Cc1cccc(Cn2c(CN3CCC(C(=O)NCc4cccnc4)CC3)cc3ccccc32)c1 | x | x | 8% | -13
13 | Cc1cccc(C(C)C)c1NC(=O)C1CCCN1S(=O)(=O)c1cccc2nsnc12 (configuration not stated) | x | x | -1% | -18
14 | CCOC(=O)c1sc2ncnc(NCc3ccco3)c2c1C | 4% | u | -19% | 7
15 | C/C=C(\C)C(=O)Nc1cccc(C2=NOC3(C2)C[C@H](C(N)=O)N(C(=O)C(c2ccccc2)c2ccccc2)C3)c1 (some centres not stated) | -1% | u | -10% | -13
16 | CC(C)(CNCc1ccccc1)NS(=O)(=O)c1ccc(Cl)cc1 | -4% | 14% | x | -12

item | LmPK inh | Tb PYK inh | AmpC no deterg
9 | -3% | 4% | -13%
10 | -8% | -10% | 32%
11 | x | -2% | x
12 | x | -6% | x
13 | x | 3% | x
14 | 3% | -3% | -4%
15 | -1% | -7% | 136%[activator]
16 | x | -8% | -23%

Following part:
item | molecule | AMA1 RON2 block | HCV inh | AmpC inh detg | HCMV inh
17 | C/C(=N\Nc1ccc([N+](=O)[O-])cc1[N+](=O)[O-])c1cc2c(ccc3ccccc32)oc1=O | x | x | -5% | x
18 | COc1ccc2ccccc2c1/C=N/NC(=O)CC1(C)OCCCO1 | -3% | -20% | -13% | -4
19 | Cc1ccc(C(=O)c2cn(Cc3cc(C)ccc3C)c3nc(C)ccc3c2=O)cc1 | x | x | 14% | -5
20 | N#Cc1ccc(CN2CCN(C(=O)CC(NC(=O)c3ccccc3)c3ccccc3)CC2)cc1 (configuration not stated) | -13% | -11% | 7% | 30
21 | O=C(O)c1ccc(-n2c(-c3cc(C4CC4)[nH]n3)n[nH]c2=S)cc1 | -16% | 1% | 0% | u
22 | Cc1ccccc1N(C(=O)CS(=O)CC(=O)Nc1ccc(F)cc1)C(C)C(=O)NC(C)(C)C (configuration not stated) | -1% | 17% | -10% | 9
23 | CCN1C(=O)C(C(=O)NC(C)c2ccccc2)C2CC1(C)Oc1ccccc12 (configuration not stated) | 4% | 25% | -14% | -37
24 | Cc1ccc(CNC(=O)[C@@H](NC(=O)C2CCN(C(=O)[C@@H](N)CC(C)C)CC2)C(C)C)cc1 | -3% | 26% | -10% | 0

item | LmPK inh | Tb PYK inh | AmpC no deterg
17 | 0% | x | 0%
18 | -2% | -3% | -7%
19 | x | 7% | x
20 | -3% | 0% | 100%[activator]
21 | -17% | u | -2%
22 | 5% | 1% | 150%[activator]
23 | 0% | -9% | 5%
24 | -2% | -3% | 2%

Some values from the results shown.
AmpC no deterg, #18 reads -7%
AmpC no deterg, #20 reads 100%[activator]

(cont.)
item | molecule | AMA1 RON2 block | HCV inh | AmpC inh detg | HCMV inh
25 | COc1ccc(NS(=O)(=O)c2ccc3nc(COc4ccc(Cl)c(C)c4)[nH]c3c2)cc1 | -19% | -21% | 0% | u
26 | CCS(=O)(=O)N1CCN(c2cccc(C)c2C)CC1 | -2% | 2% | u | 3
27 | CC1(c2ccc3ccccc3c2)NC(=O)N(CC(N)=O)C1=O (configuration not stated) | 1% | 14% | -4% | 5
28 | COc1ccc(NCc2nnc(-c3ccccc3)o2)cc1 | -7% | u | -3% | 0
29 | CCCCCCN(C(=O)CCCN1C(=O)NC(c2ccc([N+](=O)[O-])cc2)C(C(=O)OCc2ccccc2)=C1C)C(C)C(=O)NCCCC (configuration not stated) | -14% | u | x | x
30 | O=C(Nc1ccon1)c1cc2c(s1)CCCC2 | 2% | -11% | 3% | 65
31 | CCN(CC)c1ccc(C=NNc2ccc([N+](=O)[O-])cn2)cc1 | -4% | u | x | 35
32 | CCn1ncc(/C=N/NC(=O)c2ccc3c(c2)OCO3)c1C | -2% | u | -1% | -6

item | LmPK inh | Tb PYK inh | AmpC no deterg
25 | 7% | -17% | -58%
26 | 3% | -1% | 4%
27 | -3% | 1% | -7%
28 | 0% | 2% | -13%
29 | x | 2% | 16%
30 | u | -17% | -27%
31 | x | 3% | x
32 | -3% | 4% | -14%

The list goes on.
item | molecule | AMA1 RON2 block | HCV inh | AmpC inh detg | HCMV inh
33 | CC1=NN(c2ccc(Cl)cc2)C(=O)C1 | -18% | 23% | -2% | 4
34 | Cc1ccc(S(=O)(=O)Nc2ccc(O)c3cccnc23)cc1 | 29% | -3% | -9% | 10
35 | O=C(/C=C(\c1ccc(Cl)cc1)n1cncn1)c1ccc(Cl)cc1 | -7% | -25% | 1% | x
36 | Cc1cccc(NC(=O)Nc2ccc(C)cc2Br)c1 | 23% | u | -12% | -17
37 | Nc1nc(SCc2ccccc2Cl)n[nH]1 | 1% | 5% | u | 12
38 | CCOC(=O)N(CC)c1ccc(C(O)(C(=O)OCC)C(F)(F)F)cc1 (configuration not stated) | 7% | -5% | -9% | 77
39 | CCCn1c(N)cc(=O)n(C)c1=O | -6% | -12% | -8% | -21
40 | COCCN(C(=O)c1ccco1)C(C(=O)NC1CCCC1)c1cccs1 (configuration not stated) | 9% | 20% | -1% | 0

item | LmPK inh | Tb PYK inh | AmpC no deterg
33 | 3% | 3% | u
34 | 2% | 8% | -40%
35 | 11% | 4% | -16%
36 | 3% | 0% | -33%
37 | 5% | 7% | -14%
38 | -1% | -1% | 37%
39 | -2% | 1% | -18%
40 | -1% | -11% | -9%

Next section:
item | molecule | AMA1 RON2 block | HCV inh | AmpC inh detg | HCMV inh
41 | C[C@H]1COC2=C1C(=O)C(=O)c1c2ccc2c1CCCC2(C)C | 28µM* | u | 1% | x
42 | CCSc1nc2n(n1)C(c1cccc(F)c1)C1=C(CCCC1=O)N2 (configuration not stated) | -11% | 5% | -12% | 21
43 | COc1cccc(-c2nn(Cc3ccccc3)cc2C(=O)O)c1 | 6% | -10% | 1% | 33
44 | CSc1ccccc1OCc1cc(C(=O)N2CCSCC2)no1 | -4% | 6% | -4% | u
45 | COc1cc(OC)cc(C(=O)N[C@H](C(=O)OCC(=O)Nc2sccc2C#N)C(C)C)c1 | -1% | u | -11% | -24
46 | CCN1C[C@@H]2[C@@H]3C(=O)N(C)C(=O)[C@@H]3[C@](Cc3ccccc3)(C1=O)N2C(=O)c1ccc(Cl)c(Cl)c1 | -3% | 9% | x | -3
47 | CC(C)Oc1ccc(S(=O)(=O)N2CCOCC2)cc1NC(=O)CSC(=S)N1CCCC1 | -1% | x | x | -34
48 | COc1cscc1C(=O)O | 6% | 17% | -6% | 7

item | LmPK inh | Tb PYK inh | AmpC no deterg
41 | 0% | -4% | u
42 | -12% | 12% | -5%
43 | 5% | 0% | -6%
44 | 0% | -10% | -11%
45 | 0% | -6% | -30%
46 | x | 0% | x
47 | x | -17% | x
48 | -1% | 0% | -13%

Record cards (already shown):
COc1cscc1C(=O)O is listed with AMA1 RON2 block: 6%; HCV inh: 17%; AmpC inh detg: -6%; HCMV inh: 7; LmPK inh: -1%; Tb PYK inh: 0%; AmpC no deterg: -13%
CC(C)Oc1ccc(S(=O)(=O)N2CCOCC2)cc1NC(=O)CSC(=S)N1CCCC1 is listed with AMA1 RON2 block: -1%; HCV inh: x; AmpC inh detg: x; HCMV inh: -34; LmPK inh: x; Tb PYK inh: -17%; AmpC no deterg: x

The list continues:
item | molecule | AMA1 RON2 block | HCV inh | AmpC inh detg | HCMV inh
49 | COc1ccc(Br)c(C(=O)Nc2cc3c(cc2N2CCCCC2)n(C)c(=O)c(=O)n3C)c1 | x | x | 3% | 1
50 | O=C(Cc1ccccc1)Oc1cccc(-n2cnnn2)c1 | 24% | 4% | -7% | 1
51 | Cn1c(CNc2ccc(O)cc2)nc2ccccc21 | -24% | -5% | 1% | 36
52 | Cc1ccc(-c2cc(C(=O)NCc3cnn(C)c3C)c3ccccc3n2)cc1C | x | x | 8% | 46
53 | CCn1c(SCC(=O)NCCc2ccccc2)nnc1C(C)C | -3% | 8% | u | -14
54 | CC(NC(=O)c1ccco1)C(=O)N1CCN(c2ccccc2)CC1 (configuration not stated) | 24% | -2% | 5% | x
55 | C=CCn1c(SCC(=O)Nc2ccc(C(=O)O)cc2)nc2sc(C)c(C)c2c1=O | 4% | 16% | -16% | 0

item | LmPK inh | Tb PYK inh | AmpC no deterg
49 | x | -5% | x
50 | 4% | -1% | -18%
51 | -20% | -2% | -7%
52 | x | 1% | x
53 | 0% | 7% | -14%
54 | -11% | -4% | -3%
55 | x | 3% | -39%

Screening data as filed in PubChem BioAssay.
